From PubChem BioAssay
GLP-1R agonist – GLP-1 receptor (human) agonism; P43220; HEK293 GLP-1R CRE-luciferase, luminescence, 4-6 h; cells express a hypersensitive GLP-1R form; Potency, µM (top dose mostly 45.6 µM), for the others: top-dose activation, actives largely listed as activators; 380,000 compounds, 0.007% hits; AID 624172; note: potency is the fitted concentration of half-maximal effect; % of control where 0% means no effect
HEK293 tox – cytotoxic in the GLP-1 receptor inverse agonist counter-screen; HEK293 cAMP-luciferase reporter cells, luminescence, 24 h; Potency, µM (doses to about 38.3 µM), for the others: at the top dose activity change, negative = inhibition, hits mostly inhibitors; 410,000 compounds, 0.13% hits;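 note: loss of luciferase light is scored as toxicity; potency is the fitted concentration of half-maximal effect; % is set by controls: 0 for no effect and ±100 for the full control effect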
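Seeding density was 200 cells/uL; after overnight-length (12 h) culture, 23 nL compounds went on for 24 h at 37 °C. Readout used a luciferase detection reagent, luminescence taken after 12 min at room temperature.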
WRN inhibitor – WRN helicase (human) inhibition; Q14191; WRN helicase unwinding, fluorescent forked duplex, kinetic; Potency, µM (series often up to 114 µM), for the others: at the highest dose activity change, negative = inhibition, most hits filed as inhibitors; 360,000 compounds, 0.46% hits; note: potency is the fitted concentration of half-maximal effect; % is set by controls: 0 for no effect and ±100 for the full control effect; nearly all actives have a fitted effect of over 55% in size
Target sequence (Q14191 whole entry, looked up): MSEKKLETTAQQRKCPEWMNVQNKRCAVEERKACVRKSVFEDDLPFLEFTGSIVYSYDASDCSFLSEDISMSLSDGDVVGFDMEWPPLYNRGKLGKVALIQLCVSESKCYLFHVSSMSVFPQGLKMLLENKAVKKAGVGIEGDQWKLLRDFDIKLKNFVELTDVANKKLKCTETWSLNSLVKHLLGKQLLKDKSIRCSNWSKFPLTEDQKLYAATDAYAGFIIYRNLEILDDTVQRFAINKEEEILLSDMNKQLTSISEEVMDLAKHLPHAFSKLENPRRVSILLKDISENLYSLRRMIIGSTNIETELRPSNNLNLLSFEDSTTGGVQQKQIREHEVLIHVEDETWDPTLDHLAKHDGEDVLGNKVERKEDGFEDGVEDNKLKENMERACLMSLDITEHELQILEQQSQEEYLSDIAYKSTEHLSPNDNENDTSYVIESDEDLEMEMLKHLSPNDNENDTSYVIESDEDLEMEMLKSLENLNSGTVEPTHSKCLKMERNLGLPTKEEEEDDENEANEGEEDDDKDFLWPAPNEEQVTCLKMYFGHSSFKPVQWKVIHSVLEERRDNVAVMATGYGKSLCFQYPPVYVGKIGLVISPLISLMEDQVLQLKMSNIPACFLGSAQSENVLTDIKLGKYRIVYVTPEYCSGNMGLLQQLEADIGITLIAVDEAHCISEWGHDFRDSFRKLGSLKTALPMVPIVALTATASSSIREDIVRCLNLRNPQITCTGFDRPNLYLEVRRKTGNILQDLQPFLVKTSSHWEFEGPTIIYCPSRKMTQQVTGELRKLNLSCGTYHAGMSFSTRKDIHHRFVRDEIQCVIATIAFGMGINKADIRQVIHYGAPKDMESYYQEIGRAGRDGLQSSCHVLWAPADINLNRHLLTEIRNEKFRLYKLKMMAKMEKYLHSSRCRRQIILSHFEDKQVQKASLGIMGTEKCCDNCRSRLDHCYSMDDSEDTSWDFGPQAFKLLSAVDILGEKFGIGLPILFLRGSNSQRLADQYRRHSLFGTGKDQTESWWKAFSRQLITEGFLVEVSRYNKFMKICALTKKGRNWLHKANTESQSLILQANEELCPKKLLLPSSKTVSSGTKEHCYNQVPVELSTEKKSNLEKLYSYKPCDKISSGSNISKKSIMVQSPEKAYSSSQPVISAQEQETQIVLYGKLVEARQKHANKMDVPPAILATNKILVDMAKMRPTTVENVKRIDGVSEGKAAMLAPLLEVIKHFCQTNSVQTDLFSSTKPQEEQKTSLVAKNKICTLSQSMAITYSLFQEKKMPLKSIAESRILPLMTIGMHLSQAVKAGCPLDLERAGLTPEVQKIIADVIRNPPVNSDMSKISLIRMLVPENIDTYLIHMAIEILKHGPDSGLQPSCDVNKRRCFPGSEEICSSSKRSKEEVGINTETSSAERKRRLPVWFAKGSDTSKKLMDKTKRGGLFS
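WRN at 20 nM final was preincubated with compound for 15 min at room temperature; reaction started with 100 nM forked duplex oligonucleotide carrying fluorophore and quencher plus 2 mM ATP (final). Unwinding followed kinetically by red fluorescence (ex 525/em 598 nm).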
DRD3 agonist – agonists of human D3 dopamine receptor. D3R DiscoveRx beta-arrestin cells, luminescence, 90 min. P35462. max activation, %. 410,000 compounds, 0.58% hits; in the data active = max activation above about 30%; note: 0% is about no effect; mostly tested at two doses, the higher about 12 µM
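Agonist-mode cell screen: cells plated at 1500/well and incubated overnight at 37 °C, then exposed to library compounds for 90 min at 37 °C. Detection reagent was added for 30–60 min at room temperature, and luminescence was read.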
PI5P4K alpha inh – blocks human PI5P4K alpha kinase activity | P48426 | PI5P4Kalpha enzyme, ADP-Glo luminescence, 60 min; hits give low values | max response, % | 330,000 compounds, 1.2% hits | AID 652105; active = max response of -50% or lower; inconclusive = between -30% and -50%; inactive = -30% or higher; note: value at the top dose of about 77 µM; % is set by controls: 0 for no effect and ±100 for the full control effect
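Reactions run in 0.038 M HEPES pH 7.4, 0.28 mM EGTA, 0.1% CHAPS and 5% DMSO, with PI5P4Kalpha, substrate, compound and 5 microM ATP final, one hour at room temperature. Readout is ADP-Glo luminescence.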
GLP1R inv ag – inverse agonists of human GLP-1 receptor; 410,000 compounds, 1.6% hits; HEK293 GLP-1R CRE-luciferase, luminescence, 24 h; GLP-1R form is constitutively active; Potency, µM (doses to about 38.3 µM), inactives show at the highest dose activity change, negative = inhibition, usual class: inhibitors; AID 624417; P43220; note: potency is the fitted concentration of half-maximal effect; % is set by controls: 0 for no effect and ±100 for the full control effect; nearly all actives have a fitted effect of over 55% in size
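Inverse agonists were sought by their lowering of basal cAMP reporter luciferase output in HEK293 cells stably carrying constitutively active human GLP-1R, after 24 h compound treatment.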
PLK1 PBD block – inhibitors of human PLK1 polo-box domain binding; Plk1 PBD binding of FITC phosphopeptide, fluorescence polarization; Potency, µM, for inactives: max response, negative = inhibition, most hits filed as inhibitors; 360,000 compounds, 2.8% hits; AID 720504; note: potency is the fitted concentration of half-maximal effect; series mostly up to about 57 µM; % is set by controls: 0 for no effect and ±100 for the full control effect; nearly all actives have a fitted effect of over 65% in size
D3 antag – D3 dopamine receptor (human) antagonism | 360,000 compounds, 2.5% hits | max response, negative = inhibition, % | D3R cells, DiscoveRx beta-arrestin luminescence, antagonist mode; hits give low values | AID 652054 | P35462; in the data active = max response below about -50%; inconclusive = no clear call, values can overlap the other calls; note: % is set by controls: 0 for no effect and ±100 for the full control effect; mostly tested at two doses, the higher about 12 µM
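Cells expressing the human receptor were seeded at 1500 cells/well, incubated overnight at 37 degrees C in 5% CO2, then exposed to library compounds with dopamine controls for 90 minutes at 37 degrees C before luminescent detection.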
IL2 activator – IL-2 activation; IL-2 activation reporter assay, cell-based qHTS; stimulated with anti-CD3/CD4/CD28 beads; in transgenic mouse T cells; activation, % (series mostly up to about 46 µM); 360,000 compounds, 0.065% hits; in the data active = activation above about 50%; inconclusive = mostly about 30% to 49%; note: 0% is about no effect
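Unstimulated transgenic mouse T cells, 750 per well, received compound and, after 60 minutes, anti-CD3/anti-CD4 bead plus anti-CD28 stimulation. EGFP and DsRed were quantified after 18 hours.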
The depositor's hits bear a star; ? = inconclusive; / = no result given; [ ] = another dose, or the depositor's remark. Unless noted, calls come from the whole dose curve; as a rule, active = well fitted curve in the direction sought with a large enough effect; inconclusive = small, poorly fitted or top-dose-only effect, or another doubt; inactive = no such curve, though single readings can be large; an effect the other way counts as inactive or inconclusive. An unsorted share of the library; overall some 7.8% were active at least once.

SMILES,GLP-1R agonist,HEK293 tox,WRN inhibitor,DRD3 agonist,PI5P4K alpha inh,GLP1R inv ag,PLK1 PBD block,D3 antag,IL2 activator
COc1cccc(C(=O)Nc2sc3c(c2C#N)CCN(C(C)=O)C3)c1,10%,15%,4%,-4,-26,?,24µM*,-25,-2.8
O=C1c2ccccc2C(O)N1CCN1CCOCC1 (centres undefined),8%,-4%,11%,2,-3,3%,0%,15,2.8
CNC(=O)CSc1nc2[nH]ncc2c(=O)[nH]1,-1%,3%,2%,12,0,14%,8%,4,-0.7
Cc1ccc(NC2c3ncccc3C(=O)N2Cc2cccs2)cc1C (centres undefined),12%,0%,4%,7,2,39%[activator],-5%,5,1.7
COc1cc2nc(C3CC3)n(NC(=O)c3ccc(F)cc3)c(=O)c2cc1OC,-9%,-4%,1%,3,/,-5%,-5%,-28,0.8
CC(C)c1ccc(/C=N/N2CCN(c3ccccn3)CC2)cc1,15%,-1%,1%,0,12,16%,0%,4,-1.0
CC(C)OP(=O)(OC(C)C)C(O)c1ccc(N(C)C)cc1 (centres undefined),-5%,-4%,-10%,0,6,6%,?,8,0.8
O=C(CCCSc1nc2ccccc2[nH]1)NCc1ccccc1F,16%,-4%,-3%,-12,?,?,0%,0,-2.3
Cc1cc(NC(=O)COC(=O)c2cc([N+](=O)[O-])ccc2N2CCOCC2)ccc1Br,14%,?,-14%,-12,4,?,-10%,-26,-0.4
Cc1cc2ccccc2n2c(SCC(=O)Nc3ccc(S(=O)(=O)N4CCC(C)CC4)cc3)nnc12,1%,4%,-10%,-2,0,15%,-6%,-2,-2.3
COc1ccc(CCC(=O)N2c3ccccc3CC2C)cc1 (centres undefined),12%,5%,-8%,-7,/,?,-1%,8,2.1
COc1ccc(NC(=O)CCCn2c(=O)c3sccc3n(Cc3cccc(C)c3)c2=O)cc1,5%,-10%,6%,-13,8,-6%,-3%,-3,0.1
CCCOc1ccc(CSc2ncn[nH]2)cc1,12%,-1%,?,-11,-71*,23%,2.7µM*,-82*,-0.8
C=CCOc1ccc(C2NC(=O)NC(C)=C2C(=O)OC)cc1 (centres undefined),-7%,-14%,5%,1,-12,7%,0%,0,-2.7
Cc1c(C(=O)N2CCc3ccccc3C2)oc2ccc(Br)cc12,0%,22%,-9%,-26,18,?,-10%,-18,-2.3
O=C(N/N=C/c1cccc([N+](=O)[O-])c1)C1CC(=O)N(c2ccc(F)cc2)C1 (centres undefined),1%,-31%,-11%,-10,-3,-16%,0%,-21,1.5
CCc1noc(C)c1C(=O)Oc1ccc(N(C)S(=O)(=O)c2ccc(C)c(C)c2)cc1,7%,16%,4%,-15,-5,13µM*,-13%,-3,-5.4
COc1ccccc1C(=O)Oc1ccc(C(C)C)cc1,9%,5%,-3%,-19,/,0%,-6%,-18,-1.8
CCOc1ccccc1C(=O)N(Cc1ccc(C)o1)C1CCS(=O)(=O)C1 (centres undefined),5%,2%,0%,0,-14,7%,19µM*,3,-1.6
CCOC(=O)c1ccc(NC2=CC(c3ccc(Br)cc3)N(c3ccc(C(=O)OCC)cc3)C2=O)cc1 (centres undefined),2%,1%,/,1,/,5%,/,/,/
O=C(Nc1ncc(Cc2cccc(Cl)c2)s1)c1cccs1,8%,?,-5%,0,11,?,-8%,-20,0.8
CCC1(C(=O)OC)NC(c2ccco2)C2C(=O)N(c3ccc(F)cc3)C(=O)C21 (centres undefined),7%,-8%,-7%,-2,1,-6%,-2%,15,1.9
O=C(O)C1CCN(C(=O)CSc2nc3ccccc3c(=O)n2-c2ccc(Cl)cc2)CC1,3%,-1%,5%,-1,0,4%,2%,15,0.0
CCCOC(=O)c1ccc(NC(=O)c2cccc(S(=O)(=O)N3CCN(C(C)=O)CC3)c2)cc1,11%,4%,-4%,3,-9,?,-7%,-8,-0.6
O=C(NCc1cccnc1)c1cc(C2CCCCN2C(=O)OCCF)on1 (centres undefined),-5%,10%,-8%,-1,7,6%,8%,-7,1.0
CCOc1ccc(/C=C2\SC(=S)N(CCC(=O)O)C2=O)cc1,10%,-6%,-6%,2,1,1%,-11%,3,-3.8
CC(C)CCN(C(=S)Nc1cccc(F)c1)C(C)c1cccs1 (centres undefined),-1%,-11%,4%,-3,5,?,-4%,9,-1.6
COc1ccccc1CN1CC(C(=O)NCc2c(F)ccc(C)c2F)CCC1=O (centres undefined),-5%,1%,-10%,0,1,2%,-18%,17,-1.9
O=C(NCC1CCCO1)C(c1cccs1)N(C(=O)c1ccc(CN2CCOCC2)o1)c1ccc(Cl)cc1 (centres undefined),5%,-3%,-12%,-1,3,17%,-3%,1,1.0
CCC(=O)Nc1sc(C(=O)OC)c(C)c1C(=O)OC,-9%,-7%,3%,9,/,0%,30µM*,-1,-1.9
O=C(CSc1ccc2nnc(-c3cccc(F)c3)n2n1)N1CCCc2ccccc21,0%,5%,-12%,6,2,1%,-9%,2,0.0
OCc1ccc2c(c1)c(-c1ccc3c(c1)OCCO3)c(-c1ccccc1)n2-c1ccccc1,0%,1%,-5%,7,8,-18%,-1%,21,-2.3
COC(=O)c1c(CSc2cccc(C)c2)noc1C(=O)NCc1ccco1,7%,2%,2%,-10,-5,?,-17%,-11,-0.1
CC(C)C1OC(c2cccc(NC(=O)c3cccs3)c2)OCC1(C)C (centres undefined),-3%,0%[7.66 µM],-8%,-2,1,?,-3%,-7,-1.1
CCCCn1c(N)c(N(CCC(C)C)C(=O)COC(=O)c2ccco2)c(=O)[nH]c1=O,-4%,-3%,1%,5,1,7%,2%,10,-1.3
S=C(NCc1ccccc1)Nc1cccc(Cl)c1,-1%,10µM*,-25%,-6,1,?,-3%,4,-5.8
CCOc1ccc(NC(=O)Nc2cnccn2)cc1,3%,11%,-6%,6,-3,12%,-6%,-9,-3.4
CCCCn1c(N)c(N(CCC)C(=O)C2CCCC2)c(=O)[nH]c1=O,2%,-13%,-1%,1,6,0%,0%,10,0.8
CCOc1ccc2nc(SCC(=O)Nc3cc4c(cc3C(C)=O)OCO4)[nH]c2c1,8%,1%,-4%,-2,-6,13%,-3%,-19,0.4
CC[C@]1(C(=O)OC)[C@H]2C(=O)N(Cc3ccccc3)C(=O)[C@H]2[C@H]2CN=C(SCc3ccccc3)N21,-4%,2%,-6%,-3,-1,-2%,-17%,-17,-0.6
Cc1ccccc1CC(=O)NCC1CCCCC1,7%,-11%,-1%,6,3,-14%,-7%,2,-3.4
c1ccc(NCc2ccncc2)cc1,4%,-7%,6%,-4,0,16%,-4%,-1,0.3
COc1ccc(N(CC(=O)NCCSc2ccccc2)S(=O)(=O)c2ccccc2)cc1OC,2%,2%,-5%,2,2,?,-13%,19,-2.5
CCNC(=S)NNC(=O)Cn1nc(C)cc1C,-12%,-3%,5%,-28,/,32%[activator],-4%,-12,2.2
CCOC(=O)C1(Cc2cccc(OC)c2)CCN(Cc2cccn2-c2nccs2)CC1,11%,-29%,7%,-12,-4,?,-15%,-16,0.1

Two entries from above, with each value named.
Molecule: CCOC(=O)C1(Cc2cccc(OC)c2)CCN(Cc2cccn2-c2nccs2)CC1
  GLP-1R agonist: 11% | HEK293 tox: -29% | WRN inhibitor: 7% | DRD3 agonist: -12 | PI5P4K alpha inh: -4 | GLP1R inv ag: ? | PLK1 PBD block: -15% | D3 antag: -16 | IL2 activator: 0.1
Molecule: CCCCn1c(N)c(N(CCC)C(=O)C2CCCC2)c(=O)[nH]c1=O
  GLP-1R agonist: 2% | HEK293 tox: -13% | WRN inhibitor: -1% | DRD3 agonist: 1 | PI5P4K alpha inh: 6 | GLP1R inv ag: 0% | PLK1 PBD block: 0% | D3 antag: 10 | IL2 activator: 0.8

Other compounds:
SMILES,GLP-1R agonist,HEK293 tox,WRN inhibitor,DRD3 agonist,PI5P4K alpha inh,GLP1R inv ag,PLK1 PBD block,D3 antag,IL2 activator
Cc1cccc(C(O)c2ncc(-c3ccc(Cl)cc3)[nH]2)c1C (centres undefined),2%,2%,0%,2,21,?,-2%,-10,0.1
CC1CCN(C(=O)COC(=O)CCC(=O)c2ccc(Cl)cc2)CC1,-2%,3%,-3%,28,1,2%,4%,6,-0.1
CCOC(=O)CCSc1n[nH]c(=S)s1,-1%,6%,2%,-7,-29,12%,?,?,-1.3
CCOc1ccc(-n2c(C)c(C(C)=O)c3cc(OCC(N)=O)ccc32)cc1,0%,4%[0.307 µM],-2%,-3,0,-1%[0.307 µM],-1%,0,0.5
CCCCn1c(N)c(N(CC(C)C)C(=O)c2ccco2)c(=O)[nH]c1=O,0%,-2%,-8%,-8,-3,13%,4%,3,1.4
COc1cc(CNc2ccc(N3CCOCC3)c(C(=O)O)c2)ccc1OCC(N)=O,0%,16%,-3%,2,/,1%,-12%,-9,-0.6
c1ccc(-c2nn3c(Cn4cnc5ccccc54)nnc3s2)cc1,?,-7%,1%,-3,/,0%,7.5µM*,14,-0.8
Cc1ccc(-n2ncc3c(N4CCC5(CC4)OCCO5)ncnc32)c(C)c1,-2%,8%,-11%,12,6,?,-2%,46,2.8
COc1ccc(CCNC(=O)c2cccc(NC(=O)CC3SC(N4CCCCC4)=NC3=O)c2)cc1OC (centres undefined),10%,19%,-35%,-4,4,14%,-4%,3,-4.5
NC(=O)c1cc(-c2cccnc2)nc2ccc(Br)cc12,-1%,-15%,-2%,-14,0,2%,-10%,-12,-1.8
COc1cc2c(cc1OC)C1=C(C#N)CCC(=NC(=O)c3ccc(Cl)cc3)N1CC2,?,-5%,-5%,10,4,190%[activator],-1%,7,-0.3
O=c1cc(C=NNc2ccccc2)[nH]c(=O)[nH]1,0%,-31%,-7%,6,-2,?,0%,15,0.6
CC(C)c1ccc(NC(=O)CSc2nc(-c3ccccc3F)nc3nc[nH]c23)cc1,4%,-2%[1.53 µM],-33%[57.1 µM],-15,-10,70%[activator],5%,?,3.2
OCC#CCSc1nnc(-c2ccc(Br)cc2)o1,-1%,-1%,-7%,-6,/,-2%,-12%,-22,-3.5
O=C(CCCN1C(=O)c2cccc3cccc(c23)C1=O)NC1CCS(=O)(=O)C1 (centres undefined),6%,-9%,13%[57.1 µM],-12,-1,-2%,-10%,-8,-0.5
